# mIDH1 inhibitor – qHTS for Inhibitors of mutant isocitrate dehydrogenase 1 (IDH1): qHTS | AID 602179, 2012 | 390,000 tested, 0.093% active | IDH1-R132H enzyme, NADPH consumption, diaphorase/resazurin fluorescence | Isocitrate dehydrogenase [NADP] cytoplasmic (Homo sapiens), O75874 | Potency, µM (titrated, usually from 76.6 µM), without a hit: at the highest dose activity change, negative = inhibition, actives largely listed as inhibitors; note: potency is the fitted concentration of half-maximal effect; % is set by controls: 0 for no effect and ±100 for the full control effect; nearly all actives have a fitted effect of over 65% in size
#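 IDH1-R132H (0.5 ug/mL) preincubated 30 min with compound, then NADPH (0.016 mM) and alpha-KG (2 mM) added; 80 min at RT, pH 7.5. Remaining NADPH coupled via diaphorase/resazurin to fluorescence (540/590 nm); concentration-response curves normalized to no-enzyme control.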
# Vif-A3G inh – qHTS for Inhibitors of Vif-A3G Interactions: qHTS; HeLa A3G-eYFP + Vif (tagged APOBEC3G with the HIV-1 protein that degrades it), YFP fluorescence, overnight; Potency, µM (series often up to 46.1 µM), for inactives: at the top dose activity, negative = active, usual class: inhibitors; 410,000 tested, 0.076% active; AID 602310, 2012;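 note: potency is the fitted concentration of half-maximal effect; % is set by controls: 0 for no effect and ±100 for the full control effect; nearly all actives have a fitted effect of over 60% in size; hits raise eYFP signal because A3G escapes Vif-driven loss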
#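 HeLa cells stably expressing Vif and C-terminally eYFP-tagged A3G, seeded overnight at 37 deg C, then exposed to compound by pintool overnight at 37 deg C. Rise in yellow fluorescence (Ex 488/Em 500-530, Acumen) marks blocked Vif-driven A3G degradation.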
# LDHA block – qHTS assay for inhibitors of human lactate dehydrogenase. L-lactate dehydrogenase A chain (Homo sapiens), P00338. purified LDHA, NADH/diaphorase-resazurin fluorescence; hits give low values. activity change, % (values are at about 110 or 230 µM). 480,000 tested, 0.15% active. AID 1347041, 2019; in the data active = activity change below about -30%; inconclusive = mostly about -25% to -30%;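 note: plate controls were DMSO wells for no effect and wells without enzyme for full effect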
#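 Enzyme activity of human lactate dehydrogenase 5 (2 nM; 0.06 mM NADH, 0.2 mM pyruvate, 5 min, RT) is measured via a resazurin/diaphorase fluorescence readout of residual NADH.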
# TrxR1 substrate – qHTS Assay for Substrates of Mammalian Selenoprotein Thioredoxin Reductase 1 (TrxR1): qHTS; purified TrxR1 substrate turnover, NADPH consumption readout; Potency, µM (top dose mostly 114 µM), for the others: at the highest dose activity change, negative = substrate turnover; Thioredoxin reductase 1, cytoplasmic (Rattus norvegicus), O89049; AID 588456, 2011; 390,000 tested, 0.01% active; note: potency is the fitted concentration of half-maximal effect; % is set by controls: 0 for no effect and ±100 for the full control effect; nearly all actives have a fitted effect of over 50% in size
#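 Rat TrxR1, dispensed at 90 nM, was prereduced with 400 uM NADPH (final) for 5 min at ~22 deg C, then incubated with compound 15 min before 400 uM selenite. A first-read NADPH fluorescence drop versus no-compound background flagged substrates.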
# Vif-APOBEC3F blk – qHTS for Inhibitors of Vif-A3F Interactions: qHTS; 390,000 tested, 0.2% active; Potency, µM (top dose mostly 46.1 µM), without a hit: top-dose activity, negative = active; AID 602313, 2012; HeLa A3F-eYFP + Vif (tagged APOBEC3F with the HIV-1 protein that degrades it), YFP fluorescence increase; note: potency is the fitted concentration of half-maximal effect; % of control where 0% means no effect; nearly all actives have a fitted effect of over 65% in size
#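 HeLa cells stably expressing Vif plus C-terminally eYFP-tagged A3F were seeded, incubated overnight at 37 deg C, dosed with compound, incubated overnight again at 37 deg C. Yellow fluorescence (Ex 488/Em 500-530) reported blocked Vif-mediated A3F-eYFP degradation.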
# USP1-UAF1 inh – Inhibitors of USP1/UAF1: Primary Screen; Ubiquitin carboxyl-terminal hydrolase 1 (Homo sapiens), O94782; recombinant USP1/UAF1, Ub-Rhodamine cleavage fluorescence; Potency, µM (doses to about 57.1 µM), for inactives: top-dose activity change, negative = inhibition, usual class: inhibitors; 390,000 tested, 0.23% active; AID 743255, 2014; note: potency is the fitted concentration of half-maximal effect; % is set by controls: 0 for no effect and ±100 for the full control effect; nearly all actives have a fitted effect of over 60% in size; inactives centre near -12
# Target sequence (O94782 whole entry, looked up): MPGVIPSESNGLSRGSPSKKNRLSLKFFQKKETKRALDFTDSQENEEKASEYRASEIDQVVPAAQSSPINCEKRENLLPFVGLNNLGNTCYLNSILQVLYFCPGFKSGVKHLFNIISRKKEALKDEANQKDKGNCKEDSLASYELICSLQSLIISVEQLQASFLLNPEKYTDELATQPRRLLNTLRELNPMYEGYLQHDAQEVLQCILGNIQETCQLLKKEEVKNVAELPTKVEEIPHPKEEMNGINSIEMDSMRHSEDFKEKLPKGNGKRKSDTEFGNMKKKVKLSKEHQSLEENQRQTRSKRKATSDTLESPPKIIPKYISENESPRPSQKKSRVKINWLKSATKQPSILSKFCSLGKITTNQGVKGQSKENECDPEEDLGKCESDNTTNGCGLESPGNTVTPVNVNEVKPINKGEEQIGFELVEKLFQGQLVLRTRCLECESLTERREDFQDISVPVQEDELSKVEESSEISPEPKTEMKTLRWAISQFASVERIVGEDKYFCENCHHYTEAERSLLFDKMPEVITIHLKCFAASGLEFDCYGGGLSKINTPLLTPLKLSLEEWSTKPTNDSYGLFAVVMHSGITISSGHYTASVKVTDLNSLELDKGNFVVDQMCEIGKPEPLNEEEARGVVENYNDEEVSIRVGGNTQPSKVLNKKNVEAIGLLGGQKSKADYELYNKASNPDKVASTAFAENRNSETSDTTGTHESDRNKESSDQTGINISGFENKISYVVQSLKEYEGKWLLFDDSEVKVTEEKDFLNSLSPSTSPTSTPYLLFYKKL
#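 High-throughput fluorogenic screen: 1nM USP1/UAF1 complex, Ub-Rho substrate 150nM final, 50mM HEPES pH 7.8 with 0.5mM EDTA, 0.1 mg/ml BSA, 1mM TCEP and 0.01% Tween-20.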
# RXFP1 agonist – qHTS Assay for Agonists of the Relaxin Receptor RXFP1 | Relaxin receptor 1 (Homo sapiens), Q9HBX9 | HEK293T-RXFP1 cAMP TR-FRET, 30 min; response scale: percent of porcine relaxin response, buffer zero | Potency, µM (doses to about 57.5 µM), for the others: top-dose activation, actives largely listed as activators | 370,000 tested, 0.3% active; note: potency is the fitted concentration of half-maximal effect; % is set by controls: 0 for no effect and ±100 for the full control effect; nearly all actives have a fitted effect of over 60% in size; many of its hits are not listed in these tables
#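 HEK293 cells stably expressing RXFP1, treated 30 min at 37C with compounds plus PDE4 inhibitor Ro 20174; cAMP measured by HTRF TR-FRET. Normalized to buffer and 29 nM porcine relaxin; EC50 by Hill fit.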
# Glioma ERSR ind – qHTS for Inducers of the Endoplasmic Reticulum Stress Response (ERSR) in Human Glioma: qHTS; U87-MG GRP78 promoter luciferase reporter, 16 h; Potency, µM, for inactives: at the highest dose activation, usual class: activators; 420,000 tested, 0.02% active; note: potency is the fitted concentration of half-maximal effect; series mostly up to about 76 µM; % of control where 0% means no effect; nearly all actives have a fitted effect of over 35% in size
#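 Stably transfected U87-MG glioma cells carrying a GRP78-based luciferase sensor; 16 h compound incubation. Luminescence end-point read 10 min after Bright-Glo addition at room temperature.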
# PI4K2A block – qHTS for small molecular inhibitors of PI4K2A. Phosphatidylinositol 4-kinase type 2-alpha (Homo sapiens), Q9BTU6. purified PI4K2A, ADP-Glo luminescence, 1 h; hits give low values. activity change, negative = inhibition, % at 76.9 µM. 420,000 tested, 0.13% active. AID 1346378, 2018; in the data active = activity change below about -50%; inconclusive = mostly about -30% to -49%;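 note: -100% = wells without enzyme as full effect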
#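 In this quantitative HTS, ADP production by PI4K2A was quantified luminescently after 1 h at ambient temperature; 100 microM adenosine served as plate-quality control.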
# Active calls of the source: *; ? = inconclusive; · = no result given; & = joins results of further samples; [ ] = another dose, or the depositor's remark. Unless noted, calls come from the whole dose curve; as a rule, active = well fitted curve in the direction sought with a large enough effect; inconclusive = small, poorly fitted or top-dose-only effect, or another doubt; inactive = no such curve, though single readings can be large; an effect the other way counts as inactive or inconclusive. An excerpt, so the mix of outcomes need not match the whole.
SMILES,mIDH1 inhibitor,Vif-A3G inh,LDHA block,TrxR1 substrate,Vif-APOBEC3F blk,USP1-UAF1 inh,RXFP1 agonist,Glioma ERSR ind,PI4K2A block
CC(Oc1ccc(F)cc1)C(=O)Oc1ccc(N(C)S(=O)(=O)c2ccccc2)cc1 (centres undefined),2%,2%,-3,-12%,-4%,-2%,0.2%,-4%,7
COc1cccc(OC)c1C(=O)Nn1c(C2CCC2)nc2ccccc2c1=O,10%,2%,2,11%[57.1 µM],2%,-15%,-0.1%,-5%,-1
CSCc1c(C(=O)N2CCCc3ccccc32)oc2ccccc12,1%,1%,-3,0%,-16%,-8%,0.8%,-2%,-1
Cc1ccccc1NC(=O)c1ccc(CN2CCc3ccccc3C2)cc1,1%,-16%,-8,-4%,6%,-16%,0.4%,2%,-2
CCN1CCN(Cc2ccc(NC(=O)c3ccc(C)c(NC(=O)c4ccc5n[nH]nc5c4)c3)cc2C(F)(F)F)CC1,-14%,0%,-11,-3%,-7%,0%,0.4%,-1%,2
COc1ccc(S(=O)(=O)N(C)CC(=O)Nc2ccc(C)cc2)cc1OC,-4%,-5%,-8,1%,4%,-12%,-2.6%,-2%,-1
N/C(Cc1ccc(Cl)cc1Cl)=N\OC(=O)c1ccccc1,7%,-9%,0,0%,4%,-25%,-0.9%,-1%,1
CCC(=O)N1CCC2(CC1)Oc1ccc(F)cc1C(=O)C21CC(c2ccc(Cl)cc2)=NO1 (centres undefined),-6%,-6%,-1,3%[57.1 µM],5%,-19%,2.0%,-5%,-1
CC(=O)Nc1ccc(S(=O)(=O)N(C)CC(=O)OCC(=O)NCc2ccco2)cc1,-1%,2%,-6,-1%,-2%,-8%,-0.5%,-4%,-2
CCCCn1c(N)c(N(CC)C(=O)c2ccccc2C)c(=O)[nH]c1=O,3%,0%,-4,14%,8%,-15%,-0.1%,-3%,-4
Cc1ccc(S(=O)(=O)CCC(=O)OCC(=O)NCC(=O)Nc2c(C)cc(C)cc2C)cc1,0%,0%,-11,-7%,-5%,3%,0.4%,-3%,1
COCC(=O)N1CCCC(CNS(=O)(=O)c2ccc(OC)cc2)C1 (centres undefined),-6%,2%,0,-9%[11.4 µM],24%,-17%,-0.5%,-3%,-1
Cc1cccc(Nc2ncnc3ccc(Br)cc23)c1,6%,-6%,-5,-7%,-1%,-10%,11%,-3%,2
COc1cccc(-c2cc(=O)c3cc(NC(=O)c4ccccc4)ccc3[nH]2)c1,1%,?,-2,11%,-10%,-27%,4.0%,-2%&-2%,2
COc1ccc(OCCSc2ncc(CO)n2C)cc1,2%,-6%,-6,5%,1%,-19%,0.7%,5%,6
COc1ccc(C(=O)CCC(=O)NCCc2c[nH]c3ccccc23)cc1,-3%,3%,-1,-2%,6%,-20%,1.3%,1%,-1
Cc1ccccc1OC(C)C(=O)Nc1ccc2c(c1)OCO2 (centres undefined),-5%,-2%,-10,1%,3%,-20%,0.9%,0%,-3
CCn1cc(C(=O)NCCc2ccc(OC)cc2)c(=O)c2ccc(C)nc21,4%,-5%,-4,13%,6%,2%,4.5%,-2%,-1
CCOC(=O)c1ccccc1NC(=O)n1ncc2cc(Cl)ccc21,-6%,-6%,-4,7%,5%,-9%,-3.2%,-4%,-1
O=C(CCNc1ccc(Br)cc1)c1cccc([N+](=O)[O-])c1,5%,-6%,0,-5%,-8%,-16%,1.4%,-12%,5
Cc1ccc(NC(=O)c2cccc(N3C(=O)CCC3=O)c2)nc1,-1%,0%,-3,-1%,·,-2%,0.1%,-8%,0
CC(NC(=O)COC(=O)Cn1cnc2ccccc2c1=O)C1CC2CCC1C2 (centres undefined),4%,1%,-8,-13%,-3%,-6%,1.7%,-2%,2
O=C(NCCCn1ccnc1)c1[nH]c(C(F)(F)F)nc1-c1ccccc1,·,-5%,-12,·,·,·,·,-2%,-2
O=C(CNC(c1ccccc1)c1ccccc1)NCc1ccccc1Cl,13%,0%,-2,7%,9%,-12%,3.4%,-2%,-3
CCn1ccc2c(OCC(=O)NCc3ccccc3)cccc2c1=O,1%,-2%,-7,5%[57.1 µM],0%,?,0.2%,0%,3
CN(CCn1ccnc1)C(=O)CC1C(=O)NCCN1Cc1ccccc1C(F)(F)F (centres undefined),0%,1%,6,1%,-1%,-2%,-0.4%,1%,-1
Cc1ccc(C(=O)N2CCC3(CC2)Oc2ccc(F)cc2C(=O)C32CC(c3cccnc3)=NO2)s1 (centres undefined),6%,-8%,0,-1%,1%,-31%,-6.7%,-5%,3
Cn1c(=O)n(C)c2cc(CNc3ccc(N4CCOCC4)c(C(=O)O)c3)ccc21,16%,3%,-7,-3%,-5%,-4%,-0.3%,-4%,3
COC(=O)c1cccc(NC(=O)CSCc2ccccc2)c1,0%,7%,-4,-6%,-2%,4%,2.7%,2%,0
CC(/C=N/NC(=O)Cn1cnc2c1c(=O)n(C)c(=O)n2C)=C\c1ccccc1,1%,-5%,-8,5%,0%,-18%,7.3%,-3%,2
C=C(Br)Cn1c(CCC)nc2ccccc21,5%,-5%,-1,-11%,-3%,-8%,-0.6%,-2%,-11
Cc1ccc(NC(=O)CN(c2ccc3c(c2)OCO3)S(=O)(=O)c2c(C)n[nH]c2C)cc1,1%,-5%,-1,1%,-1%,?,-0.4%,-2%,-1
O=C(COC(=O)C1CC2C=CC1C2)Nc1cccc(S(=O)(=O)N2CCCCC2)c1 (centres undefined),4%,-6%,0,4%[57.1 µM],-6%,-21%,0.1%,-3%,-1
COc1ccc(C2CC(c3cccs3)=NN2C(=O)CCC(=O)O)cc1OC (centres undefined),-9%,-8%,-1,-1%,5%,-13%,2.1%,-2%,6
CCOc1ccccc1/C=N/Nc1nc2c(N)ncnc2n1[C@H]1O[C@@H](CO)[C@H](O)[C@@H]1O,1%,2%,1,-6%,6%,1%,-2.5%,-5%,-6
CCCCOc1ccc(CNC(=O)c2cccc(NC(=O)N3CCSc4ncccc43)c2)cc1,-20%,1%,-10,3%,3%,-25%,2.8%,-3%,5
CCN1C(=O)/C(=C\N2CCN(c3ccccc3)CC2)SC1=S,2%,-4%,3,4%[57.1 µM],-5%,-13%,-0.4%,-8%,-3
COc1ccc(S(=O)(=O)c2c(SC)nn(Cc3ccccc3C)c2NC(C)=O)cc1,-3%,-7%,-2,3%[57.1 µM],0%,?,-1.6%,-2%,10
Cc1ccc(N2C(=O)CC(N3CCN(c4ccccn4)CC3)C2=O)cc1 (centres undefined),12%,-3%,0,9%,-3%,-23%,-1.1%,-3%,3
Oc1cccc(CN2CCOCC2)c1O,5%,-1%,39,-1%[11.4 µM],4%,-19%,·,-3%,-12
CCCCCCOC(=O)Nc1ccc(S(=O)(=O)Nc2cccc([N+](=O)[O-])c2)cc1,2%,-5%,-1,-3%,3%,-18%,0.6%,-3%,2
CCOC(=O)C1(C)CCCCN1C(=O)c1ccoc1 (centres undefined),·,2%,-3,·,·,·,·,-2%,2
CCOc1ccc(C(=O)Nc2ccccc2CC)cc1[N+](=O)[O-],11%,1%,-1,-12%,13%,-9%,1.2%,-6%,5
CC1CC1C(=O)OCC(=O)Nc1ccc2[nH]c(=O)[nH]c2c1 (centres undefined),12%,-1%,1,-2%,4%,-27%,-0.9%,0%,-9
O=C(NC1CCCCCC1)c1ccc2c(c1)sc1nc(-c3ccc(F)cc3)cn12,-9%,4%,-7,-2%,-7%,10%,2.7%,1%,1
NS(=O)(=O)c1ccc(CCNC(=O)c2ccc([N+](=O)[O-])cc2[N+](=O)[O-])cc1,3%,0%,6,7%[57.1 µM],6%,-8%,0.0%,-3%,-1
O=C(COc1ccc2ccccc2c1)N1c2ccccc2Sc2ccccc21,6%,-6%,-4,-3%,-16%,-14%,-0.2%,-2%,1
Cc1ccccc1CC(=O)Nc1sc(C(C)C)cc1C(=O)N1CCOCC1,-8%,0%,-2,-3%,5%,-20%,-2.0%,-5%,-4

# Already shown: entries from further up.
SMILES,mIDH1 inhibitor,Vif-A3G inh,LDHA block,TrxR1 substrate,Vif-APOBEC3F blk,USP1-UAF1 inh,RXFP1 agonist,Glioma ERSR ind,PI4K2A block
CCN1C(=O)/C(=C\N2CCN(c3ccccc3)CC2)SC1=S,2%,-4%,3,4%[57.1 µM],-5%,-13%,-0.4%,-8%,-3
COc1ccc(S(=O)(=O)c2c(SC)nn(Cc3ccccc3C)c2NC(C)=O)cc1,-3%,-7%,-2,3%[57.1 µM],0%,?,-1.6%,-2%,10

# Compound activity as filed in PubChem.
